CDK5 p35 inh – inhibitors of human CDK5/p35 kinase; inhibition, % at 10 µM; Q00535+Q15078; 330,000 tested, 0.01% active; Recombinant CDK5/p35, ADP-Glo luminescence, 60 min;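 active means highest replicate inhibition of at least 50% and at least 75% of replicates reaching 50%; inconclusive means only one of the two criteria met; inactive means both criteria failed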;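 further: plate controls were DMSO neutral control for no effect and GW8510 at 10 µM for full effect; many of its hits are not listed in these tables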
Target sequence (Q00535 whole entry, looked up): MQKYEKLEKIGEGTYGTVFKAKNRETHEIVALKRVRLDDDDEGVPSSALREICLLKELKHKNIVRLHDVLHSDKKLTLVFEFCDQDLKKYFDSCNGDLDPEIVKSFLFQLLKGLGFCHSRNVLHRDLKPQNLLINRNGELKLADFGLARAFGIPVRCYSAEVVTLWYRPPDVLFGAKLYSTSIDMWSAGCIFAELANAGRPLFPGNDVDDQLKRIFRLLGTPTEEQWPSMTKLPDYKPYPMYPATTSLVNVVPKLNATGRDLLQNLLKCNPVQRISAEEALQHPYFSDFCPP
Target sequence (Q15078 whole entry, looked up): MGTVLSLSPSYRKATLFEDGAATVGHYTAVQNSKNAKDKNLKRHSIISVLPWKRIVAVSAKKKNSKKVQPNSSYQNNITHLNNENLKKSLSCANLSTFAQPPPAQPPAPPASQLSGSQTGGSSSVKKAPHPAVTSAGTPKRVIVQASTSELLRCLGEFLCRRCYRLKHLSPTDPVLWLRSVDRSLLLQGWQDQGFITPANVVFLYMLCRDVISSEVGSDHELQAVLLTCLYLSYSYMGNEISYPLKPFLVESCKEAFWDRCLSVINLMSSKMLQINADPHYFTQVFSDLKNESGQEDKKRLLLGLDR
Mot1-301 SUMO – inhibitors of SUMOylation pathway: yeast Mot1-301 growth rescue | 320,000 tested, 1% active | S. cerevisiae Mot1-301 growth rescue, ATP luminescence, 38.5C; percent above DMSO median, 100 means doubled | AID 2716 | growth rescue, % at 18.8 µM;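 active means every valid replicate shows activation above 250% relative to neutral control wells; inactive means the rest, any valid replicate at or below 250%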;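 further: OY570 slx delta 5 strain wells were the positive control but not used for scaling; some compounds called inactive have numbers as strong as hits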
SR-BI uptake up – SR-BI HDL lipid transfer activation; 320,000 tested, 0.096% active; CHO ldlA[mSR-BI] cells, DiI-HDL uptake fluorescence, 3 h; 100 = double the neutral-control signal; AID 504775; activation, % at 12.5 µM;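 active means mean replicate activation of at least 60% and every replicate at or above 60%; inconclusive means mean or all-replicate condition met, but not both; inactive means mean below 60% and not all replicates reaching 60%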;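 further: 0% = median plate neutral-control signal and 100% = twice that signal; values of inactives mirror those of a sister screen read the other way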
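Material: SR-BI-overexpressing, LDLR-lacking CHO cells | Dosing: Single compound concentration, delivered by pin transfer | Probe or stimulus: Labelled HDL, 10 µg/mL | Signal: Bottom-read cell fluorescence after medium removal, ex 550/em 595 nm | Schedule: 3 h, 37 °C | Evaluation: HDL uptake via cellular fluorescence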
Pemphigus Ab inh – blocks pemphigus antibody binding to human desmoglein-3. P32926. DSG3-coupled beads, scFv-anti-DSG3-GFP binding, flow cytometry; active compounds read low. binding (percent of control), % at 10 µM. 310,000 tested, 0.48% active. AID 588358;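 active means binding more than 3 SD below its plate's average and above zero; inconclusive means below that plate limit but binding exactly zero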;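 further: hits lower antibody fragment binding to DSG3; some compounds called inactive have numbers as strong as hits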
PKA-R1A act – PKA-R1A complex activation | P00514+P68181 | PKA-R1A dissociation, Cy5-IP20 fluorescence polarization; scaled: DMSO 0%, 113 µM cGMP 100% | activation, % at 11.4 µM | 340,000 tested, 0.083% active;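 active means percent activation above the mean of all tested compounds plus 3 SD, cut at about 19% in these data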;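 further: higher means more PKAc released from R1A so a rise in polarization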
NSD2 HMT inh – inhibitors of human histone methyltransferase NSD2. inhibition, % at 12.5 µM. 310,000 tested, 0.54% active. NSD2 peptide methylation, AlphaScreen, 120 min. AID 743445; in the data active means inhibition above about 50%
Arr AP2 block – inhibitors of human beta-arrestin and AP2 interaction. FITC-arrestin peptide / GST-AP2 beads, flow cytometry; AP2 beta2 appendage carries R879A mutation. inhibition, % at 10 µM. 340,000 tested, 0.31% active;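 active means inhibition above a set limit, near 3 SD of compounds lacking own fluorescence, cut at about 54% in these data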;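 further: plate controls were DMSO wells for no effect and 5 µM unlabelled arrestin peptide for full effect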
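test system = AP2 appendage R879A on GSH beads | buffer or medium = PBS plus Tween 20 (0.05%) and BSA (0.1%) | incubation = 12 min plus 1 h, RT | detection = bead flow cytometry, FITC channel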
dFosB activator – mouse delta FosB homodimer activation | P13346 | purified delta FosB, TAMRA-CDK5 oligo fluorescence polarization; percent of positive-control signal above neutral wells | activation, % at 25 µM | 340,000 tested, 0.99% active | AID 493131;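 active means mean activation above about 17%, with every replicate also reaching it, limit read from the data, passing the limit was not always enough; inconclusive means only one of the two conditions met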;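 further: fluorescence polarization rise as delta FosB binds a TAMRA Cdk5 AP-1 oligo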
Target sequence (P13346 whole entry, looked up): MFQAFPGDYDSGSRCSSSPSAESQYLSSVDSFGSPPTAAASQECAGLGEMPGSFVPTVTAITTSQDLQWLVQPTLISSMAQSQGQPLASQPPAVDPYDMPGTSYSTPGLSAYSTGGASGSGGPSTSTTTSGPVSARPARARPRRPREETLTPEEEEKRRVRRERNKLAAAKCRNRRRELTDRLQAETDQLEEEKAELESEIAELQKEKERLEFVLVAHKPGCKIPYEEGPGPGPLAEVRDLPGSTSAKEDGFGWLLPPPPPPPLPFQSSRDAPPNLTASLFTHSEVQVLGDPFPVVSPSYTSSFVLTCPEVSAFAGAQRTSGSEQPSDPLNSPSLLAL
SR-BI HDL uptake – mouse SR-BI HDL lipid transfer inhibition | Q61009 | ldlA[mSR-BI] CHO cells, DiI-HDL uptake fluorescence, 3 h | inhibition, % at 12.5 µM | 320,000 tested, 0.96% active | AID 488896;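 active means mean replicate inhibition of at least 70% and a set share of replicates each scoring 70 or more; inconclusive means meets just one of the two criteria; inactive means fails both criteria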;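 further: 0% = median of neutral control wells and 100% = median of positive control wells; values of inactives mirror those of a sister screen read the other way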
MITF act – activators of MITF-driven TRPM1 promoter activity in SK-MEL-5 cells; SK-MEL-5 TRPM1-promoter luciferase, 24 h; % of positive control, neutral wells = 0; 300,000 tested, 0.75% active; AID 588334; activation, % at 12.5 µM;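 active means mean activation of at least 80% with every replicate also reaching 80%; inconclusive means mean reaches 80% but some replicate falls short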;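 further: 0% = neutral control wells and 100% = parthenolide positive control wells; values of inactives mirror those of a sister screen read the other way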
PKA-R2B act – PKA-R2B complex activation. PKA-R2B holoenzyme dissociation, Cy5-IP20 fluorescence polarization; R2B truncated from residue 108, S112A mutant; 0% DMSO only, 100% 113 µM cGMP. activation, % at 11.4 µM. 340,000 tested, 0.079% active. AID 504700;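 active means activation above a cutoff set at the mean over all compounds plus 3 SD, cut at about 18% in these data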;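 further: higher means more holoenzyme dissociation and a rise in polarization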
* = called active by the depositor; ? = inconclusive; · = no result given; & = joins results of further samples.

A first look:
SMILES	CDK5 p35 inh	Mot1-301 SUMO	SR-BI uptake up	Pemphigus Ab inh	PKA-R1A act	NSD2 HMT inh	Arr AP2 block	dFosB activator	SR-BI HDL uptake	MITF act	PKA-R2B act
COc1ccccc1NNC(=O)C(O)(c1ccccc1)c1ccccc1	-0.5	9	-21	·	5	-4	7	2	21	·	-4
CC1(C)CC(=O)C2=C(C1)NC1=C(C(=O)c3ccccc31)C2c1cccnc1 (configuration not stated)	0.3	212	13	105	1	7	7	-8	-13	-6	-5
CCCOc1ccc(N2C(=O)CC(N(Cc3ccco3)C(=O)CCC(=O)O)C2=O)cc1 (configuration not stated)	0.7	-7	13	99	-1	-8	12	1	-13	3	6

The whole of this part, repeating the preview:
SMILES	CDK5 p35 inh	Mot1-301 SUMO	SR-BI uptake up	Pemphigus Ab inh	PKA-R1A act	NSD2 HMT inh	Arr AP2 block	dFosB activator	SR-BI HDL uptake	MITF act	PKA-R2B act
COc1ccccc1NNC(=O)C(O)(c1ccccc1)c1ccccc1	-0.5	9	-21	·	5	-4	7	2	21	·	-4
CC1(C)CC(=O)C2=C(C1)NC1=C(C(=O)c3ccccc31)C2c1cccnc1 (configuration not stated)	0.3	212	13	105	1	7	7	-8	-13	-6	-5
CCCOc1ccc(N2C(=O)CC(N(Cc3ccco3)C(=O)CCC(=O)O)C2=O)cc1 (configuration not stated)	0.7	-7	13	99	-1	-8	12	1	-13	3	6
O=C(CN1CCOCC1)N1CCCc2c1c(=O)oc1ccc(OCc3ccccc3)cc21	0.5	32	-41	100	14	4	15	-6	41	-14	1
CCCc1cc(C(=O)N2CCCC(Cc3cccc(Cl)c3)(C(=O)OCC)C2)n(C)n1 (configuration not stated)	0.7	-9	3	·	-8	-1	2	-13	-3	-2	0
NCCCCCc1cn([C@@H](CCC(=O)O)C(=O)NCCCCCCCCCCC(=O)N2CCNCC2)nn1	-0.5	9	0	102	-9	·	1	0	0	8	-7
CCOC(=O)C1=C(CC)Nc2ccccc2N=C1NC(=O)c1ccc(OC)c(S(=O)(=O)N2CCOCC2)c1	-3.5	·	8	95	-4	1	-5	-13	-8	-11	5
Cc1cc(C)cc(C(=O)NC(=S)Nc2ccc3[nH]c(=O)[nH]c3c2)c1	1.2	8	-5	76	0	0	11	1	5	-5	2
CCOC(=O)C1=C(COC(=O)c2c(OC)cccc2OC)NC(=O)NC1C (configuration not stated)	-0.4	0	-4	106	8	-1	-2	-19	4	-2	4
Cc1cccc(C(=O)Nc2ccc(O)c3c(=O)cc(-c4ccccc4Cl)oc23)c1	-0.4	4	-28	99	-15	·	8	3	28	14	-4
O=C(NCCc1ccccc1)C(=O)NCC1CCCO1 (configuration not stated)	0.9	-6	5	99	1	-2	0	8	-5	1	2
Cc1c(CC(=O)O)c(=O)oc2c(C)c(OCc3ccccc3Br)ccc12	0.2	8	19	96	1	3	10	-15	-19	2	14
CCS(=O)(=O)N1CCN(Cc2nc3ccccc3c(=O)[nH]2)CC1	-0.1	-7	-7	90	6	0	23	2	7	1	-6
Cc1cccc(C)c1NC(=O)COC(=O)CCc1c[nH]c2ccccc12	-0.4	0	5	97	-17	1	-3	-2	-5	-3	-7
CCOc1ccc(-c2c(C(=O)N/N=C/c3cccc(Br)c3)nnn2-c2nonc2N)cc1	-0.8	12	-49	120	-2	1	11	55*	49	-3	-1
CCC(=O)NC1CCN(C(=S)NC)CC1	-1.9	-15	11	98	-5	·	-4	-5	-11	-1	2
CC1=CSC2=NC(=O)/C(=C\c3cccn3-c3ccccc3)C(=N)N12	-3.9	-18	-1	118	-8	0	0	-11	1	19	0
CCN(CC(=O)NCc1cccs1)C(=O)c1cc(S(=O)(=O)NCc2ccccc2)ccc1C	-3.7	14	-6	126	7	-1	-2	-1	6	-9	-13
COc1ccccc1NS(=O)(=O)c1c(C)[nH]c(C)c1C(=O)N1CCCC1	0.0	-23	13	98	-15	-3	10	-5	-13	-2	-5
Nc1c(Br)c(=O)[nH]c(=O)n1-c1ccccc1	2.2	1	?	97	4	-2	6	-1	-82	-9	6

Two compounds from above, limited to NSD2 HMT inh, Mot1-301 SUMO and PKA-R2B act.
SMILES	NSD2 HMT inh	Mot1-301 SUMO	PKA-R2B act
O=C(NCCc1ccccc1)C(=O)NCC1CCCO1 (configuration not stated)	-2	-6	2
Cc1c(CC(=O)O)c(=O)oc2c(C)c(OCc3ccccc3Br)ccc12	3	8	14

Other compounds
SMILES	CDK5 p35 inh	Mot1-301 SUMO	SR-BI uptake up	Pemphigus Ab inh	PKA-R1A act	NSD2 HMT inh	Arr AP2 block	dFosB activator	SR-BI HDL uptake	MITF act	PKA-R2B act
CCOC(=O)c1cnc(-n2nc(C)cc2C)nc1NCc1ccc2c(c1)OCO2	2.3	169	-68	93	-4	0	5	0	68	·	6
COc1ccc(CNC(=O)Cc2cccs2)cc1	0.7	-10	-6	110	-9	·	-2	-4	6	30	3
N#CC1=C(S)N(c2ccc(F)cc2)C2(CCCCC2)NC1=O	-6.3	-8	-11	97	5	4	23	-8	11	-3	2
O=C1CC(NS(=O)(=O)c2ccccc2F)CN1c1ccc2c(c1)OCCO2 (configuration not stated)	-0.3	-2	23	101	7	4	-3	-5	-23	4	-7
Cc1cc(C)nc(SCc2nnc(SCC(=O)O)n2-c2ccccc2)n1	1.1	-12	23	103	2	-2	-4	1	-23	4	4
O=C(NCc1ccccn1)C(=O)C1C(=O)Nc2ccccc21 (configuration not stated)	0.2	·	4	102	-13	-2	-25	1	-4	-9	-5
NS(=O)(=O)c1ccc(N2N=C(c3ccc(Br)cc3)CC2c2ccc(F)cc2)cc1 (configuration not stated)	1.4	-5	-33	89	0	-8	-9	8	33	9	1
Cc1c(CCOC(=O)C2C3CC4CC(C3)CC2C4)sc[n+]1CC(=O)c1ccc(Br)cc1 (configuration not stated)	-5.5&2.7	-32	-24&-31	110	1&-17	2&7	13&-10	0&-2	24&31	-31&-95	-3&2
c1ccc(Oc2cc(-c3ccccc3)nc(-c3ccccc3)n2)cc1	2.8	-9	-22	91	-17	-3	27	-2	22	10	-5
O=C(CC12CC3CC(CC(C3)C1)C2)NCc1ccco1	1.6	10	21	92	5	1	5	-5	-21	-6	-2
O=C(Nc1ccc(N2CCN(Cc3ccccc3)CC2)cc1)c1ccco1	1.1	-1	7	97	-12	3	-7	-10	-7	20	7
Cc1cccc(-n2c(O)c(C=Nc3cc(O)ccc3C)c3ccccc3c2=O)n1	-0.9	-2	-60	106	0	1	-4	-15	60	0	0
O=C(COc1ncnc2sccc12)NC1CCS(=O)(=O)C1 (configuration not stated)	3.7	96	27	102	-5	2	-59	-1	-27	3	-1
[O-]/C(=C(\C(=S)Nc1ccccc1F)[n+]1ccccc1)c1ccc(OC(F)F)cc1	2.0	-15	3	98	2	3	-18	-3	-3	2	-2
O=C(COc1cccc(Br)c1)NN=C1c2ccccc2-c2ccccc21	0.2	34	4	126	-13	-1	-1	13	-4	9	-6
CC(NC(=O)C1CCCN1C(=O)OCc1ccccc1)c1ccccc1 (configuration not stated)	-0.3	-10	18	101	-3	1	-2	0	-18	-19	-11
COc1ccc(COC(=O)CCc2c[nH]c3ccccc23)cc1F	-2.3	-11	7	101	-6	-1	-3	0	-7	1	-6
CC1=C(C(N)=O)C(c2ccc(Br)cc2)n2ncnc2N1 (configuration not stated)	0.5	4	-8	100	1	-1	-2	1	8	1	11
CNc1c(NC(=O)C2CCC(C)CC2)c(=O)oc2ccccc12 (configuration not stated)	0.9	31	-5	111	6	2	-6	-4	5	-1	-8
COc1ccc(CNC(=O)c2noc3c2CCCCC3)cc1	0.8	-8	-4	99	-10	-1	-6	-5	4	10	-6
Cc1ccc(N2C(=O)CC(c3ccsc3)C3=C2CC(C)(C)CC3=O)cc1 (configuration not stated)	-4.2	14	-9	·	-9	·	5	-17	9	·	-1
NS(=O)(=O)c1ccc(CCNC(=O)CN2C(=O)COc3ccc(S(=O)(=O)N4CCCC4)cc32)cc1	-0.3	152	2	·	-9	0	31	-12	-2	-2	0
Cc1ccc(N2CCN(S(=O)(=O)c3ccc4c(c3)oc(=O)n4C)CC2C)cc1 (configuration not stated)	0.9	2	-3	95	-10	1	-12	1	3	-13	-8
COc1ccc(/C(O)=C2/C(=O)C(=O)N(CCN(C)C)C2c2ccc(OC)c(OC)c2)c(C)c1 (configuration not stated)	0.7	5	7	107	-14	3	-3	4	-7	16	-4
CCn1c(=O)n(CC(=O)N2CCN(c3ccccc3F)CC2)c(=O)c2ccccc21	1.1	2	-32	·	-3	·	3	-3	32	·	-8
COc1cc(/C=C2\SC(=S)N(N(C)c3ccccc3)C2=O)ccc1O	-0.5	-20	·	91	-2	32	23	1	·	9	4
CCN(CC)C1=C(Cl)C(=O)C(Cl)C12OCCO2 (configuration not stated)	·	1	10	100	·	-2	0	·	-10	·	·
Cc1ccc(N(CC(=O)N2CCCCCC2)S(C)(=O)=O)cc1Cl	-1.4	278	15	105	6	1	-20	-7	-15	-1	2

7 entries already listed, sorted by their value in Mot1-301 SUMO, lowest first.
compound	Mot1-301 SUMO
CCC(=O)NC1CCN(C(=S)NC)CC1	-15
CCCc1cc(C(=O)N2CCCC(Cc3cccc(Cl)c3)(C(=O)OCC)C2)n(C)n1 (configuration not stated)	-9
Cc1cccc(C)c1NC(=O)COC(=O)CCc1c[nH]c2ccccc12	0
Nc1c(Br)c(=O)[nH]c(=O)n1-c1ccccc1	1
CCn1c(=O)n(CC(=O)N2CCN(c3ccccc3F)CC2)c(=O)c2ccccc21	2
O=C(CN1CCOCC1)N1CCCc2c1c(=O)oc1ccc(OCc3ccccc3)cc21	32
O=C(COc1cccc(Br)c1)NN=C1c2ccccc2-c2ccccc21	34

Source: PubChem
